PriA SSB inh = inhibitors of Klebsiella pneumoniae PriA binding to SSB C-terminal tail, primary screen, biochemical, AlphaScreen; AlphaScreen SSBct-PriA binding, biotinylated peptide; PriA–SSB C-terminal tail interaction (Klebsiella pneumoniae); actives 0.6% (n = 430,000); inhibition, % at 33 µM; in the data active means inhibition mostly above about 37%, no sharp cut-off; inactive means mostly below about 20%;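 further: plate controls were negative control peptide for no effect and reference peptide for full effect; strong numbers were not always called active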
TcdB inh = TcdB glycohydrolase inhibitors, primary screen, biochemical, single point, plate reader. actives 0.24% (n = 350,000). TcdB glycohydrolase enzymatic assay. inhibition, % at 9.99 µM. Toxin B (Clostridioides difficile), P18177. AID 652162, 2013; in the data active means inhibition above about 10%
3CLpro inhibitor = SARS-CoV 3CLpro protease inhibitors, primary screen, biochemical, quenched FRET | inhibition, % at 6 µM | recombinant SARS-CoV 3CLpro, quenched FRET peptide cleavage | AID 1706, 2009 | actives 0.14% (n = 290,000); in the data active means inhibition above about 12%
Anthrax LF inh2 = Bacillus anthracis LF protease inhibitors, primary screen, biochemical, multiplex microsphere, MLPCN library. Lethal factor (Bacillus anthracis), P15917. multiplex microsphere protease cleavage assay. inhibition, % at 10 µM. actives 0.12% (n = 360,000). AID 588501, 2011; in the data active means inhibition above about 30%; further: plate controls were buffer without enzyme for full effect and enzyme alone for no effect
PfHsp40 yeast = rescue of yeast from PfHsp40 toxicity, primary screen, S. cerevisiae, ATP luminescence; S. cerevisiae expressing PfHsp40, growth rescue; growth rescue, % at 12.5 µM; actives 0.68% (n = 340,000); AID 504582, 2011; in the data active means growth rescue above about 28%, passing the limit was not always enough;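 further: yeast W303a lacking pdr1 and pdr3 grown in galactose medium; growth measured after three days at 30 °C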
Rv3671c inh = Rv3671c serine protease inhibitors, primary screen, biochemical, fluorescence polarization, M. tuberculosis H37Rv; actives 0.048% (n = 320,000); AID 2606, 2010; inhibition, % at 5.96 µM; P9WHR9; in the data active means inhibition above about 38%;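 further: extracellular domain of Rv3671c used as enzyme; 0% = enzyme with DMSO and 100% = no enzyme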
Target sequence (P9WHR9 whole entry, looked up, the tested form may be a part): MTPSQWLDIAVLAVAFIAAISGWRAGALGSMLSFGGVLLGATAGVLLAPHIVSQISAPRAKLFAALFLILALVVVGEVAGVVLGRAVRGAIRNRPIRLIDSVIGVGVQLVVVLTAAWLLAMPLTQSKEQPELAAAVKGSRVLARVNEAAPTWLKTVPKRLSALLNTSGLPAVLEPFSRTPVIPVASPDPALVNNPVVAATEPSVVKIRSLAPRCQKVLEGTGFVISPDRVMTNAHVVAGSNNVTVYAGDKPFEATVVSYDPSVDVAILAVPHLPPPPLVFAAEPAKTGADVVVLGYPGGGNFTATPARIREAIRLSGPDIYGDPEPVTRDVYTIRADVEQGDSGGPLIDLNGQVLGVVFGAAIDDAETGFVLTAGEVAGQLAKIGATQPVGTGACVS
MazEF act = activators of E. coli MazEF toxin-antitoxin RNase, primary screen, biochemical, fluorescence, uHTS | FAM/BHQ RNA-DNA oligo cleavage fluorescence, 5 h | actives 0.32% (n = 350,000) | activation, % at 20 µM | AID 504720, 2011 | Endoribonuclease toxin MazF (Escherichia coli (strain K12)), P0AE70; in the data active means activation above about 50%
Target sequence (P0AE70 whole entry, looked up): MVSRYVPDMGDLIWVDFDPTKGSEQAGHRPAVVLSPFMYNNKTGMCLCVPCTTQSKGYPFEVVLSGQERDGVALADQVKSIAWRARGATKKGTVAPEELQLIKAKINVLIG
Y pestis TopoI = Yersinia pestis topoisomerase I inhibitors, primary screen, biochemical, cleavage product accumulation, plate reader, single point; DNA topoisomerase I (Yersinia pestis CO92); Y. pestis Topo-I cleavage product accumulation; activity, % at 10 µM; actives 0.064% (n = 360,000); AID 504884, 2011; in the data active means activity above about 50%, passing the limit was not always enough; further: inactives centre near 2
BH1578 lux ind = inducers of Vibrio cholerae quorum light production without autoinducers, primary screen, BH1578 luxS cqsA deficient, single point; V. cholerae BH1578 lux reporter, luminescence, 6 h; actives 0.16% (n = 350,000); activation, % at 18.7 µM; in the data active means activation mostly above about 9.7%, no sharp cut-off; further: not every result past the cut was called active; inactives centre near 0; reference of the scale not given here
VHR inh abs = VHR1 phosphatase inhibitors, primary screen, biochemical, absorbance, uHTS; recombinant VHR phosphatase, pNPP absorbance; actives 0.52% (n = 290,000); AID 1654, 2009; inhibition, % at 13.3 µM; in the data active means inhibition above about 50%; further: some compounds called inactive have numbers as strong as hits
Target sequence (P51452 whole entry, looked up): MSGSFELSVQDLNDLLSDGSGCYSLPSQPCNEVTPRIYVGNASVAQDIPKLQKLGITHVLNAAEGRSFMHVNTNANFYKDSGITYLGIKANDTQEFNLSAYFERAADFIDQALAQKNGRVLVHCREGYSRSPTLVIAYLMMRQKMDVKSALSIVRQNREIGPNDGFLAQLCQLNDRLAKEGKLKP
* = called active by the depositor; i = inactive; nt = not tested or not shown; & = joins results of further samples. Not all compounds are listed; count on the stated rates, not on these rows.

Compound	PriA SSB inh	TcdB inh	3CLpro inhibitor	Anthrax LF inh2	PfHsp40 yeast	Rv3671c inh	MazEF act	Y pestis TopoI	BH1578 lux ind	VHR inh abs
O=c1cc(NCCCO)c2ccccc2o1	-17	nt	2	1	-0.6	0	0	-7	nt	-15
COc1ccc(S(=O)(=O)N2CCC(C(=O)NC3CCCC3)CC2)cc1OC	-15	0.1	1	2	-1.1	nt	-2	-4	-0.8	0
Cc1ccc(-c2csc(NCCn3c(C(F)(F)F)nc4ccccc43)n2)cc1	2	0.2	-2	-2	-1.3	8	-2	-2	0.4	10
Cc1cc(C)n(CCCNC(=O)c2cc(COc3ccc(C)c(C)c3)on2)n1	1	0.1	-2	-1	-0.9	-4	3	29	0.4	18
O=C(CSCc1ccc([N+](=O)[O-])cc1)Nc1cccc(C(=O)Nc2ccccc2C(=O)O)c1	-1	-4.9	8	-5	0.7	-7	-5	-1	i	11
O=C(N/N=C/c1ccc([N+](=O)[O-])cc1)c1cccs1	i	0.7	-3	4	nt	9	-2	-8	-0.9	36
CC(=O)Nc1ccc(S(=O)(=O)NC2(C(F)(F)F)C(=O)Nc3c2c(=O)[nH]c(=O)n3Cc2cccnc2)cc1 (centres undefined)	-18	1.5	-1	0	0.4	5	-2	-4	i	26
O=C(NC1CCCCCC1)c1ccc[nH]c1=S	-9	0.5	3	-4	-0.8	-3	-6	3	-1.3	-8
Cc1ccc(Cn2nnc3c(=O)[nH]c(C4CCCN(S(=O)(=O)c5ccccc5F)C4)nc32)cc1 (centres undefined)	-2	1.5	0	-8	0.3	-6	-3	8	-0.3	-29
CC(=O)Nc1nc2ccccc2n1CCOc1ccccc1Cl	-4	nt	3	-4	0.8	2	3	-2	-0.2	-13
CCCNC(=O)C1CN(S(=O)(=O)c2ccc(Cl)s2)c2ccccc2O1 (centres undefined)	-4	2.6	nt	0	5.3	nt	0	18	i	nt
Nc1cc(Cl)ccc1C(=O)OCC(=O)N1CCOCC1	5	0.7	1	0	-1.2	-9	-2	-1	0.6	3
O=C(NCc1ccccc1Cl)c1cccc(NC(=O)c2ccccc2)c1	-2	nt	5	-2	3.4	-26	19	6	i	18
COc1ccc(F)cc1S(=O)(=O)Nc1ccc2c(c1)OCO2	-6	nt	12	-1	-1.5	3	0	6	-14	3
COc1cccc(NC(=O)N2CCN(c3cccc(C)c3)C(C)C2)c1 (centres undefined)	-8	nt	3	-7	-0.2	3	-5	8	-0.2	8
COc1ccc(N2CCN(Cc3nc4c(c(=O)[nH]c(=O)n4C)n3Cc3cccc(Cl)c3)CC2)cc1	2	-4.5	nt	-2	-0.3	-4	7	19	-0.3	14
CCOC(=O)C(C)n1nc(/C=C/c2ccccc2)ccc1=O (centres undefined)	-27	nt	2	-2	0.2	-1	-3	1	i	36
CCOc1ccc(C(=O)N[C@H](C(=O)NNC(=O)c2cccs2)C(C)C)cc1	-5	-0.6	nt	1	-0.7	-1	-1	3	i	nt
CC(=O)N1CCN(c2ccc(NC(=O)c3ccco3)cc2)CC1	-10	-0.3	3	-17	0.3	2	8	1	-0.4	28
O=C1CCCc2c1ccc1ccccc21	-11	1.1	nt	-7	29*	nt	0	4	i	nt
CCOC(=O)C(CCCCCOc1ccc([N+](=O)[O-])cc1)C(=O)OCC	-36	nt	7	-5	3.9	-4	2	10	1.5	4
CCOC(=O)C=Nc1c(N)n(C)c(=O)n(C)c1=O	-9	nt	2	3	-0.9	-5	-3	-8	-0.4	-5
CC1CCCN(CC(=O)Nc2ccc(S(=O)(=O)N3CCCC3)cc2)C1 (centres undefined)	-11	1.5	5	-1	0.3	10	-15	6	-0.2	7
Cc1ccccc1NC(=S)NC(=O)COc1ccccc1C	-9	0.4	7	-2	20	-8	1	11	-1.7	-17
Cc1ccc(S(=O)(=O)N(C)c2c(C)ccc(S(=O)(=O)Nc3ccncc3)c2C)cc1	4	3.5	4	2	-1.8	6	-6	4	i	-4
O=C(CCl)N1CCCC1c1ccc2c(c1)OCCO2 (centres undefined)	-6	1.7	0	3	-0.2	-9	-1	3	-0.2	2
Fc1cccc(CSc2ncnc3c2oc2ccccc23)c1	-10	nt	-8	-10	-0.7	-2	-5	-8	-0.3	4
Cn1c(=O)c2c(ncn2CC(O)CO)n(C)c1=O (centres undefined)	4	-0.3	0	-6	-0.4	2	5	4	i	9
COc1ccc(NC(=O)COC(=O)CN2C(=O)C3CCCCC3C2=O)cc1OC (centres undefined)	2	0.0	nt	3	-0.1	-4	5	-4	-0.3	nt
O=C(CCN1C(=O)CSC1=O)Nc1ccccc1	-4	nt	2	1	0.1	1	1	-2	-0.6	-15
CCOC(=O)c1c(S(=O)(=O)NCC(=O)NCc2ccc(C)cc2)c(C)n(C)c1C	-2	-3.7	-3	1	-0.8	0	12	-6	-0.1	-14
CCOc1nnc(C)c2c(C)n(-c3cccc(OC)c3)nc12	12	nt	4	-2	-1.0	0	-13	4	nt	31
O=C(CN1CCOCC1)Nc1ncc(Cc2cccc(Cl)c2)s1	0	1.3	5	0	-0.2	-9	5	9	i	8
CN1C(=O)N(CC(=O)c2ccc3c(c2)OCO3)C(=O)C12CCCCC2	nt	0.4	nt	-1	nt	nt	0	2	-1.1	nt
NC(=O)N/N=C1\c2ccccc2-c2c(C(N)=O)cccc21	nt	1.5	1	4	-0.2	-4	-7	-3	1.4	31
N[C@@H](CO)c1nnc([C@H](CC(=O)O)NC(=O)C2CCNCC2)o1	3	1.1	2	5	0.8	5	9	-3	-5.9	7
O=C(NCCc1nccs1)C1CCC(=O)N(CCc2ccc(Cl)cc2)C1 (centres undefined)	-2	1.1	-6	5	-0.1	-22	7	7	0.0	18
C=CCNC(=S)NNC(=O)c1ccc(OCC(C)C)cc1	1	0.1	4	-1	0.1	5	3	-11	-0.9	11
O=C(Nc1ccccc1Cl)c1cc(C2CCCCN2C(=O)CCc2ccccc2)on1 (centres undefined)	nt	0.0	nt	-4	nt	nt	nt	26	-0.4	nt
COc1ccccc1NC(=O)CSc1nc(=O)n(Cc2ccncc2)c2c1CCCC2	-4	0.6	nt	-1	0.6	7	8	14	i	nt
O=C(c1ccc(Cl)c(S(=O)(=O)N2CCCC2)c1)N1CCN(c2ncccn2)CC1	-8	0.3	1	1	-0.3	-1	5	5	-0.5	-6
Cc1ccnc2nc(C(=O)OCC(=O)N(CC(C)C)C3CCS(=O)(=O)C3)nn12 (centres undefined)	2	0.0	nt	4	-1.1	-5	-1	-2	i	nt
CN(C(=O)c1ccc(S(=O)(=O)N2CCOCC2)cc1)C1CCS(=O)(=O)C1 (centres undefined)	-12	-1.3	nt	-1	0.2	2	0	1	-1.1	nt
Cc1cc(-c2nnc3n2N=C(C(C)(C)C)CS3)n[nH]1	-2	nt	-6	2	-0.4	4	7	0	i	21
O=C1C(=O)N(CCN2CCOCC2)C(c2cccnc2)/C1=C(/O)c1ccc(Cl)cc1 (centres undefined)	nt	-1.2	-3	4	-0.9	7	11	-6	i	44
Cn1nc(-c2ccccc2)cc1NC(=O)Nc1ccc(F)cc1	-3	2.4	5	-17	0.1	4	-3	-12	-0.5	12
CC1=CCC2C(=O)N(c3ccc(C)c(Br)c3)C(=O)C2C1 (centres undefined)	-2	-0.2	4	-9	-0.3	-4	-8	3	-0.4	11
COc1ccc(NC(=O)C2CCN(C(=O)C3CC(=O)N(c4ccc(C)cc4)C3)CC2)c(OC)c1 (centres undefined)	-4	-4.3	0	-3	-3.6	6	1	20	i	22
O=C(c1ccc(Br)s1)N1CCN(c2ncccn2)CC1	-1	nt	-5	2	-0.5	-6	6	-11	-0.1	12
O=C(O)CSCC(=O)NC1CCCc2ccccc21 (centres undefined)	-9	0.6	5	-1	-0.9	-7	-8	-1	i	17
CCOCCCNC(=O)c1ccc2nc(-c3ccc(OC)c(OC)c3)c(-c3ccc(OC)c(OC)c3)nc2c1	0	-2.1	2	5	1.7	-5	9	23	-7.7	-9
COc1ccccc1/C=N/NC(=O)c1ccc(NC(=O)c2ccccc2Br)cc1	nt	0.3	4	0	-0.5	-22	-7	-6	-0.1	39
C=CCNC(=S)NNC(=O)c1ccc([N+](=O)[O-])cc1	-4&0&-6	-1.5	0	2	-0.6	-8	-19	-3	i	16
C=C(C)Cn1c(=O)n(CC2CS2)c2ccccc21 (centres undefined)	-2	nt	-4	-2	-1.2	-5	-7	2	-0.4	1
COc1cc(NS(=O)(=O)c2ccccc2)ccc1-n1nc(C)cc1C	-16	nt	-3	-5	0.8	-11	11	2	-2.0	22
CCC(=O)N1c2ccc(S(=O)(=O)NCc3ccco3)cc2CC1C (centres undefined)	-5	-2.1	-6	-3	-0.2	0	11	-2	-0.3	23
CC(=Nc1ccc2c(c1)CCC2)c1c(O)n(C2CCCCC2)c(=O)[nH]c1=O	0	nt	-13	-4	-0.6	6	-22	4	11	14
Cc1ccc2cc(C(c3nnnn3Cc3ccccc3)N3CCN(c4ccccc4)CC3)c(=O)[nH]c2c1 (centres undefined)	2	-0.3	-3	-4	1.5	4	3	7	i	18
COc1cccc(Cn2c(-c3cccs3)noc2=O)c1	-3	nt	-4	-4	-0.5	4	-5	1	-0.3	-8
O=C1C(CO)C(CO)C(CO)C1CO (centres undefined)	-9	1.6	nt	-6	-1.5	nt	-2	8	i	nt

An excerpt from above, reduced to Anthrax LF inh2.
SMILES | Anthrax LF inh2
C=C(C)Cn1c(=O)n(CC2CS2)c2ccccc21 (centres undefined) | -2
COc1cc(NS(=O)(=O)c2ccccc2)ccc1-n1nc(C)cc1C | -5
CCC(=O)N1c2ccc(S(=O)(=O)NCc3ccco3)cc2CC1C (centres undefined) | -3

Next section.
Compound	PriA SSB inh	TcdB inh	3CLpro inhibitor	Anthrax LF inh2	PfHsp40 yeast	Rv3671c inh	MazEF act	Y pestis TopoI	BH1578 lux ind	VHR inh abs
CCc1ccccc1NC(=O)C1CCCN(c2nn3c(=O)cc(C)nc3s2)C1 (centres undefined)	-4	0.8	6	1	0.2	-3	-7	4	-0.5	33
CCCC(C)NC(=O)c1sc2nc3n(c(=O)c2c1C)CCC3 (centres undefined)	-11	0.9	4	1	20	-2	4	6	-0.2	54*
O=C(CCCn1cnc([N+](=O)[O-])n1)Nc1cc(Cl)ccc1O	-14	1.3	2	-1	0.6	3	-10	4	-0.8	24
COc1ccc(NC(=O)CN2C(=O)CSC(C)C2=O)c(OC)c1 (centres undefined)	0	1.2	0	-3	0.6	2	8	-3	-0.4	-2
Cc1cc(C)cc(C(=O)OCC(=O)NC(=O)NC2CCCC2)c1	1	1.4	nt	-3	-0.1	-2	0	29	-2.5	nt
Cc1ccc2cc3cc(C(=O)NCc4ccc5c(c4)OCO5)oc3nc2c1	0	nt	-4	-3	-0.2	nt	-37	2	i	7
Cc1cc(C)cc(C(O)c2ncc(-c3ccccc3C)[nH]2)c1 (centres undefined)	nt	1.9	nt	-3	nt	nt	nt	1	i	nt
